Screening results: PubChem BioAssay, several laboratories
TRPC4 PAM: allosterically enhances the mouse TRPC4 cation channel; AID 2227; Q9QUQ5; 310,000 compounds, 0.42% hits; B-score at 10 µM; HEK293 TRPC4beta/mu-opioid, DAMGO EC20, Fluo-4 Ca2+ flux; active compounds read high;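 active = B-score of calcium response area above 5 SD of library B-scores, with initial fluorescence ratio within 5 SD of library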;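 note: B-score of integrated fluorescence ratio over time as area under calcium response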
TRPC4 block: blocks the mouse TRPC4 cation channel. HEK293 TRPC4beta/mu-opioid, DAMGO-evoked Fluo4 calcium flux; active compounds read low. B-score at 10 µM. 300,000 compounds, 0.39% hits. Q9QUQ5. AID 2247;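 active = B-score over 3 SD under the library average, no early fluorescence shift, positive overall ratio signal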
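Material: HEK293 cells with stable TRPC4beta plus mu-opioid receptor expression; probe or stimulus: DAMGO in two steps, submaximal then maximal; technique: Fluo4 calcium fluorescence by kinetic imaging, 5 s 1 Hz baseline; measure: integrated fluorescence ratio relative to baseline, converted to per-well B score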
ANO1 block: inhibitors of mouse TMEM16A calcium-activated chloride channel; Q8BHY3; HEK293 TMEM16A/YFP iodide influx fluorescence, ionomycin; normalized B-score (activity score, 25-100; higher = stronger inhibition) at 10 µM; 310,000 compounds, 1.2% hits;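 active = ratio plate-corrected score three or more library SD toward inhibition, starting fluorescence score within five deviations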;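 note: score derived from kinetic fluorescence span divided by baseline fluorescence per well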
MrgX1 agonist: agonists of human MrgX1 receptor; MrgX1-HEK293 cells, Fluo-4 calcium fluorescence, agonist mode; active compounds read high; Q96LB2; B-score at 10 µM; 310,000 compounds, 0.44% hits;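 active = calcium response B-score plate-corrected fluorescence ratio at least 3 library SD, with starting fluorescence B-score inside 5 SD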
Target sequence (Q96LB2 whole entry, looked up): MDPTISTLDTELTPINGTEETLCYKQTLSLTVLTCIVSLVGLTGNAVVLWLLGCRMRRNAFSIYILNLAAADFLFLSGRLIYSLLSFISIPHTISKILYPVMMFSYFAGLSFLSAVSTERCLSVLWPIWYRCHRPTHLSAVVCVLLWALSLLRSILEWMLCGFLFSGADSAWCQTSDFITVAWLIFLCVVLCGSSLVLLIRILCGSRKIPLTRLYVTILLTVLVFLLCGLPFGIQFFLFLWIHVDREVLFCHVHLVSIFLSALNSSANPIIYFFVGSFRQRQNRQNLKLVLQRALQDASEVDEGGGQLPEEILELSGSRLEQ
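Assay system: stable human MrgX1 HEK293 cell line. Quantity: 15,000 cells per well. Schedule: cells plated overnight, dye loaded 0.5 h 37 °C, 0.5 h room temperature. Detection: Fluo-4 NW calcium-flux fluorescence, kinetic read. Read-out basis: peak-minus-minimum fluorescence over baseline, converted to B scores. Control set: positive and negative control wells on each plate.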
SKKanGAS inh: blocks kanamycin growth of S. pyogenes SKKanGAS strain; BacTiter-Glo, 6 h; inhibition, % at 7.5 µM; 300,000 compounds, 1.3% hits;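 active = mean replicate score, as percent of positive control median, at least 50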;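 note: strain carries kanamycin resistance gene driven by streptokinase promoter and grows in 40 µg/ml kanamycin; loss of luminescence reflects streptokinase promoter inhibition or plain growth inhibition; 0% = median of DMSO wells and 100% = positive control at its reference dose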
TMEM16A act: activates or potentiates the mouse TMEM16A chloride channel; Q8BHY3; HEK293 TMEM16A/YFP-H148Q/I152L, iodide quench fluorescence; active compounds read low; B-score at 10 µM; 340,000 compounds, 0.3% hits; AID 623877;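 active = fluorescence-ratio B-score plate-corrected deviation score at least 3 library SD below zero, with starting fluorescence score within 5 deviations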;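 note: channel opened by trigger with iodide after compound preincubation; score built on the fluorescence ratio of max minus min over baseline; more negative score means more quench and so TMEM16A activation or potentiation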
MrgX1 PAM: human MrgX1 positive allosteric modulation, primary screen; 310,000 compounds, 0.63% hits; AID 588675; B-score at 10 µM; MrgX1-HEK293, Fluo-4 calcium flux, FDSS; active compounds read high; Q96LB2;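 active = plate-corrected calcium response at least 3 library SD above typical, normal starting fluorescence, not activating the receptor alone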;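 note: compound read alongside a low EC10 to EC30 dose of BAM8-22 agonist; peak minus trough fluorescence over baseline measured at the second addition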
TRPC6 activator: mouse TRPC6 channel activation; Q61143; HEK293-TRPC6 membrane potential dye fluorescence; active compounds read high; B-score at 10 µM; 310,000 compounds, 0.13% hits; AID 2550;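 active = B-score of the integrated fluorescence ratio above library mean plus 3 SD, and starting fluorescence ratio within library mean plus 5 SD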;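 note: higher score means more depolarization so channel activation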
MrgX1 antag: blocks BAM8-22 activation of human MrgX1 receptor; Q96LB2; MRGX1-HEK293 calcium flux, Fluo-4, BAM8-22 antagonism; active compounds read low; B-score at 10 µM; 310,000 compounds, 1.3% hits; AID 588676;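 active = calcium-response B-score plate-corrected more than 3 library SD below zero, starting fluorescence within 5 deviations, no agonist response on first addition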;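 note: peak minus trough fluorescence over baseline after final BAM8-22 challenge near maximal dose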
TRPC4 agonist: TRPC4 (mouse) channel activation. HEK293 TRPC4beta/mu-opioid, Fluo4 calcium fluorescence; active compounds read high. Q9QUQ5. 310,000 compounds, 0.49% hits. B-score at 10 µM;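 active = B-score above 5 SD of library B-scores, and initial fluorescence ratio not above library mean plus 5 SD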;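 note: positive B-score marks a calcium rise read as TRPC4 activation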
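Material: TRPC4beta and mu-opioid receptor HEK293 stable cells | Incubation: 45 min room-temperature Fluo4 loading, 110 s read | Detection: Kinetic Fluo4 calcium fluorescence | Measure: Integrated baseline-normalised fluorescence ratio, converted to per-well B score | Benchmarks: Low control buffer alone, high control maximal DAMGO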
TRPC6 inhibitor: inhibitors of mouse TRPC6 channel; HEK293-TRPC6, membrane potential dye, ACh-evoked depolarization; active compounds read low; B-score at 10 µM; 310,000 compounds, 1.1% hits;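 active = B-score under library mean minus 3 SD, initial fluorescence not abnormally high, positive integrated signal ratio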;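 note: B-score derived from integrated fluorescence ratio over the kinetic read; more negative B-score means stronger inhibition of depolarization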
An asterisk follows results filed as active; i = inactive; / = no result given.

SMILES | TRPC4 PAM | TRPC4 block | ANO1 block | MrgX1 agonist | SKKanGAS inh | TMEM16A act | MrgX1 PAM | TRPC6 activator | MrgX1 antag | TRPC4 agonist | TRPC6 inhibitor
Cc1cc(NS(=O)(=O)c2ccc(NC(=O)CCCOc3ccccc3C)cc2)no1 | i | i | i | i | 1.3 | i | i | i | i | i | i
CCOC(=O)NC(Nc1sc2c(c1C(=O)OC)CCN(C)C2)(C(F)(F)F)C(F)(F)F | i | i | i | i | -4.4 | i | i | i | i | i | i
CCOc1ccc(OCCC(=O)OCC(=O)c2c(N)n(C)c(=O)n(C)c2=O)cc1 | i | i | i | i | -11.8 | i | i | i | i | i | i
Cc1ccc(C2(C)NC(=O)N(CC(=O)NNC(=O)c3ccoc3C)C2=O)cc1 (centres undefined) | i | i | i | i | -1.9 | i | i | i | i | i | i
CCOc1ccc(NC(=O)N2CCCC2C(=O)NCc2ccco2)cc1 (centres undefined) | i | i | i | i | 1.8 | i | i | i | i | i | i
C=C(C)C(=O)Nc1cccc(C2=NOC3(C2)C[C@@H](C(N)=O)N(C(=O)[C@H]2CCC(=O)N2)C3)c1 (some centres undefined) | i | i | i | i | -0.8 | i | i | i | i | i | i
COc1cc(C)c(Br)cc1S(=O)(=O)NCc1ccccc1 | i | i | i | i | -2.4 | i | i | i | i | i | i
O=C(NNC(=O)c1cc(-c2ccc(Cl)c(Cl)c2)nc2ccccc12)Nc1ccccc1 | i | i | i | i | 75.9* | i | i | i | i | i | i
Cc1ccsc1/C=N/NC(=O)c1nnn(-c2nonc2N)c1-c1ccc2c(c1)OCO2 | i | i | i | i | -6.5 | i | i | i | i | i | i
CCOc1cccc(-c2cc(C(=O)N3N=C(C)CC3(O)C(F)F)c3ccccc3n2)c1 (centres undefined) | i | i | i | i | -21.2 | i | i | i | i | i | i
COC(=O)c1ccccc1NC(=O)CCS(=O)(=O)c1ccc(Br)s1 | i | i | i | i | -3.2 | i | i | i | i | i | i
CC(C)(C)c1ccc(C(=O)NC2CCN(Cc3ccccc3)CC2)cc1 | i | i | i | i | -2.6 | i | i | i | i | i | i
CCOC(=O)C[C@H]1c2ccccc2S(=O)(=O)N1c1cccc(OC)c1 | i | i | i | i | 9.0 | i | i | i | i | i | i
Cc1cc(Cl)n2c(nc3ccccc32)c1C#N | i | i | / | / | 3.5 | i | / | i | / | i | i
c1ccc2[nH]c(-c3nc4ccccc4[nH]3)nc2c1 | i | i | i | i | 13.9 | i | i | i | i | i | i
COc1ccc(N(CC(=O)NN=C2CCCC2)S(=O)(=O)c2ccccc2)cc1 | i | i | i | i | 18.8 | i | i | i | i | i | i
CSc1ccc(CN2CCN(S(=O)(=O)Cc3ccccc3)CC2)cc1 | i | i | i | i | 0.2 | i | i | i | i | i | i
CN(C)S(=O)(=O)n1cc(/C=C(\NC(=O)c2ccccc2Cl)C(=O)NCCN2CCOCC2)c2ccccc21 | i | i | i | i | -4.1 | i | i | i | i | i | i
NC(=O)CSc1nnc(Cc2ccc3c(c2)OCO3)n1C1CCCCC1 | i | i | i | i | 2.3 | i | i | i | -4.58* | i | i
CN(CC(=O)Nc1ccc(F)c(F)c1)S(=O)(=O)c1cccc2nsnc12 | i | i | i | i | -2.3 | i | i | i | -10.2* | i | i
O=C(Nc1cccnc1)C(Cc1ccccc1)n1cccc1 (centres undefined) | i | i | i | i | 7.2 | i | i | i | i | i | i
O=C(Nc1ccc(N2CCOCC2)c(Cl)c1)c1cc2ccccc2o1 | i | i | 25* | i | 9.3 | i | i | i | i | i | i
CCCCC1=CC2=C(c3ccco3)C(=O)C(C)(OC(=O)c3ccc(OC)cc3)C(=O)C2=CN1Cc1ccco1 (centres undefined) | i | i | i | i | 5.8 | i | i | i | -4.63* | i | i
O=S(=O)(c1ccc(NCc2ccc(F)cc2)nc1)N1CCCC1 | i | i | i | i | -9.4 | i | i | i | i | i | i
O=C(N/N=C/c1ccc(F)cc1)c1ccncc1 | i | i | i | i | -3.4 | i | i | i | i | i | i
O=C(Nc1ccc(Cl)c(Cl)c1)c1ccncc1 | i | i | i | i | 1.3 | i | i | i | i | i | i
Cc1cc(S(=O)(=O)Nc2ccc(C(=O)N3CCN(c4ccccc4O)CC3)cc2)ccc1F | i | i | i | i | 16.7 | i | i | i | -4.74* | i | i
COc1ccc(N(CC(=O)Nc2ccc(C)c(C)c2)S(=O)(=O)c2c(C)noc2C)cc1 | i | i | i | i | 0.7 | i | i | i | i | i | i
COc1ccc(Cl)cc1NC(=O)c1nc2nc(C)cc(C(F)F)n2n1 | i | i | i | i | 1.1 | i | i | i | i | i | i
COC(=O)COc1ccc(NC(=O)C2CCCO2)cc1 (centres undefined) | i | i | i | i | 1.8 | i | i | i | i | i | i
O=C(Nc1ccccc1)c1cccc(N2C(=O)C3C4CC(C(Br)C4Br)C3C2=O)c1 (centres undefined) | i | i | i | i | 7.3 | i | i | i | i | i | i
CCCCCCCCCCC(=O)NNC(=O)c1c(O)c2ccccc2n(CC)c1=O | i | i | i | i | 100.8* | / | i | i | i | i | i
COc1cc(NC(=O)c2cccs2)c(OC)cc1NC(=O)CCC(=O)Nc1ccc(C)cc1 | i | i | i | i | 7.5 | i | i | i | i | i | i
COc1ccc(S(=O)(=O)Nc2nnc(C)s2)cc1 | i | i | i | i | 2.0 | i | i | i | i | i | i
COC(=O)[C@@H]1CC[C@H](C)[C@@H](c2ccc(C)cc2)N1C(=O)c1ccc(/C=N/OCC[C@@H]2C=C[C@H](OC(C)=O)[C@@H](COC(C)=O)O2)cc1 | i | i | i | i | 13.5 | / | i | i | i | i | i
FCCCOc1ccc(-c2nccc(-c3ccc(Cl)cc3)n2)cc1 | i | i | i | i | 3.7 | i | i | i | i | i | i
CC1(C)C(=O)NCCN1C(=O)CCC(=O)O | i | i | i | i | 1.0 | i | i | i | i | i | i
Cc1ncsc1C(=O)NCc1ccc(N2CCCC2=O)cc1 | i | i | i | i | -4.7 | i | i | i | i | i | i
COc1cc(OC)cc(C(=O)Oc2c(CN3CCOCC3)cc(Cl)c3cccnc23)c1 | i | i | i | i | 7.4 | i | i | i | i | i | i
CC(C)(NC(=O)N1CCCC1)c1cccc(C(C)(C)NC(=O)N2CCCC2)c1 | i | i | i | i | 0.1 | i | i | i | i | i | i
CCCc1nc(-c2cc3ccccc3[nH]c2=O)no1 | i | i | i | i | 5.7 | i | i | i | i | i | i
Cc1cc(C)c(S(=O)(=O)c2ccc(Cl)cc2C)c(Cl)n1 | i | i | i | i | -0.5 | i | i | i | i | i | i
Cn1nc(C(F)(F)F)c(C(=O)Nc2ccc(C(F)(F)F)cc2)c1Cl | i | i | i | i | 6.8 | i | i | i | i | i | i
Cc1nn(C)c(C(=O)NNC(=S)NC2CCCCC2)c1Br | i | i | i | i | 1.5 | i | i | i | i | i | i
CC(C)Oc1cccc(C(=O)NC(=S)N2CCN(c3ccc(C(F)(F)F)cc3[N+](=O)[O-])CC2)c1 | i | i | i | i | 97.3* | i | i | i | i | i | i
CC(C)=CCC12Oc3cc(O)ccc3C1(O)Oc1cc(O)c([C@H]3C=C(C)CC(c4ccc(O)cc4O)[C@H]3C(=O)c3ccc(O)cc3O)c(O)c1C2=O (some centres undefined) | i | i | i | i | 111.1* | / | i | i | i | i | i
COc1ccc(/C=C/c2cc(=O)c3cc(Cl)ccc3o2)cc1 | i | i | i | i | 10.4 | i | i | i | i | i | i
CCC1=C(C)CN(C(=O)NCCc2ccc(S(=O)(=O)NC(=O)NC3CCC(C)CC3)cc2)C1=O (centres undefined) | i | i | i | i | 14.8 | i | i | i | i | i | i
Cc1nnc(SCc2ccc(Cl)cc2)n1CC1CCCO1 (centres undefined) | i | i | i | i | -1.8 | i | i | i | i | i | i
Cc1onc(-c2ccccc2Cl)c1C(=O)Nc1ccccc1C(=O)NC(C)C | i | i | i | i | 2.9 | i | i | i | i | i | i
O=c1c2ccccc2nc(SCc2cccc(F)c2)n1-c1cccc(S(=O)(=O)N2CCCC2)c1 | i | i | i | i | 25.4 | i | i | i | i | i | i
O=C(Nc1ccc(Cn2cccn2)cc1)c1ccc(COc2cccc(Br)c2)cc1 | i | i | i | i | 16.1 | i | i | i | i | i | i
COc1ccc(-c2nc(N)ncc2-c2ccccc2OC)c(O)c1 | i | i | i | i | -3.7 | i | i | i | i | i | i
COc1ccc(OC)c(NC(=O)c2cc3c(=O)n4ccccc4nc3n2C)c1 | i | i | i | i | -0.5 | i | i | i | i | i | i
COCCn1c(SCC#N)nnc1-c1ccc2c(c1)OCO2 | i | i | i | i | 3.5 | i | i | i | i | i | i
CCCCN(CC)c1nc(N)c2c(N)nc(OCC)cc2c1C#N | i | i | i | i | 23.6 | i | i | i | i | i | i
CC(=O)OC(Cn1ccnc1)c1ccccc1 (centres undefined) | i | i | i | i | -7.2 | i | i | i | i | i | i
Cc1ccccc1NCC(=O)N/N=C\C=C\c1cccc([N+](=O)[O-])c1 | i | i | i | i | -12.2 | i | i | i | i | i | i
COCCn1c(C)cc(C(=O)COc2ccc(C)nc2[N+](=O)[O-])c1C | i | i | i | i | -6.8 | i | i | i | i | i | i
CCN1C(=O)CS/C1=N\c1nccs1 | i | i | i | i | / | i | i | i | i | i | i
(cont.)
SMILES | TRPC4 PAM | TRPC4 block | ANO1 block | MrgX1 agonist | SKKanGAS inh | TMEM16A act | MrgX1 PAM | TRPC6 activator | MrgX1 antag | TRPC4 agonist | TRPC6 inhibitor
O=C(O)c1ccc(Cl)c(S(=O)(=O)N2CCCC2)c1 | i | i | i | i | 1.2 | i | i | i | i | i | i
Cc1cc(C)c(NC(=S)NC(NC(=O)c2ccccc2)C(Cl)(Cl)Cl)c(C)c1 (centres undefined) | i | i | i | i | 27.2 | i | i | i | i | i | i
CCc1c(C(=O)OC)nnc2cc(C)nn12 | i | i | i | i | -2.0 | i | i | i | i | i | i
CC(C)c1ccc(/C=C(\NC(=O)c2ccccc2)C(=O)NCCCN2CCOCC2)cc1 | i | i | i | i | -2.7 | i | i | i | i | i | i
